ARFGAP1 inh: inhibitors of rat ARFGAP1 GAP activity, primary screen, biochemical, fluorescence polarization, GDP tracer. Arfgap1-stimulated ARF1 GTP hydrolysis, GDP FP detection. inhibition, % at 16.5 µM. actives 0.26% (n = 360,000). AID 651572, 2012;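 active = inhibition above a per-plate limit, mean inhibition of low control wells plus 3 SD, cut at about 25% in these data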;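 note: 0% = DMSO wells with enzyme and 100% = wells lacking Arfgap1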
Target sequence (Q62848 1-136 limits assumed): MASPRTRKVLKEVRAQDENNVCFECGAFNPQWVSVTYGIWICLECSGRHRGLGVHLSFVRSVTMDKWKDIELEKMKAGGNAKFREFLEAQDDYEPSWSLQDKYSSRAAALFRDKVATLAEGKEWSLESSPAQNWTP
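Material – truncated rat Arfgap1 GAP domain · Buffer or medium – HEPES-based buffer, pH 7.5 · Reagent – human ARF1(Δ1-17)-GTP substrate · Dosing – 16.5 µM single point, 1.26% DMSO · Schedule – GTP hydrolysis reaction 2 h at 25 °C · Technique – GDP detection by fluorescence polarization · Benchmarks – No-Arfgap1 wells (100%) versus DMSO full-reaction wells (0%) · Repeats – single replicate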
NPR2 activator: human GC-B receptor activators, primary screen, HEK293 GC-B cells, cGMP TR-FRET, EC30 CNP; activation, % at 10 µM; actives 0.11% (n = 370,000); AID 1920062, 2024; Atrial natriuretic peptide receptor 2 (Homo sapiens), P20594; 0% at EC30 CNP, 100% saturating CNP;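 active = activation at 10 µM reaching about 35% in either raw or pattern-adjusted values, limit read from the data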
rCAG binder: binders of r(CAG) RNA repeats, primary screen, biochemical, fluorescence; r(CAG) RNA repeat, TO-PRO-1 dye displacement fluorescence; actives 1.3% (n = 370,000); AID 651821, 2012; inhibition, % at 3 µM;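 active = inhibition above the plate cutoff, the mean of all test compounds on that plate plus 3 SD, cut at about 35% in these data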;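 note: 0% = DMSO alone and 100% = 100 µM mitoxantrone as full dye displacement; higher means more dye released from RNA so lower well fluorescence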
SMARCA2 act: SMARCA2 (BRM) function activators, primary screen, cell-based, luminescence, high throughput; MG213 cells, MMTV-luciferase reporter, dexamethasone, overnight; activation, % at 9.1 µM; AID 652017, 2013; actives 1% (n = 370,000); in the data active = activation above about 7.8%;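 note: 0% = vehicle wells and 100% = reference activator wells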
ASAP1 GAP inh: inhibitors of human ASAP1 ArfGAP activity, primary screen, biochemical, fluorescence polarization; Arf-GAP with SH3 domain, ANK repeat and PH domain-containing protein 1 (Homo sapiens), …; ASAP1-stimulated ARF1 GTP hydrolysis, GDP FP detection; inhibition, % at 16.5 µM; actives 0.19% (n = 360,000); AID 624377, 2012; in the data active = inhibition above about 25%;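 note: 0% = vehicle with enzyme and substrate and 100% = no enzyme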
mABHD4 FP: ABHD4 inhibitors, primary screen, biochemical, fluorescence polarization, mouse | (Lyso)-N-acylphosphatidylethanolamine lipase (Mus musculus), Q8VD66 | purified mABHD4, FP-Rh probe fluorescence polarization | inhibition, % at 8.92 µM | actives 0.54% (n = 370,000);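 active = inhibition exceeding the mean over every tested compound plus 3 SD, cut at about 30% in these data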;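 note: 0% = plate median of compound wells and 100% = S159A mutant with DMSO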
Target sequence (Q8VD66 whole entry, looked up): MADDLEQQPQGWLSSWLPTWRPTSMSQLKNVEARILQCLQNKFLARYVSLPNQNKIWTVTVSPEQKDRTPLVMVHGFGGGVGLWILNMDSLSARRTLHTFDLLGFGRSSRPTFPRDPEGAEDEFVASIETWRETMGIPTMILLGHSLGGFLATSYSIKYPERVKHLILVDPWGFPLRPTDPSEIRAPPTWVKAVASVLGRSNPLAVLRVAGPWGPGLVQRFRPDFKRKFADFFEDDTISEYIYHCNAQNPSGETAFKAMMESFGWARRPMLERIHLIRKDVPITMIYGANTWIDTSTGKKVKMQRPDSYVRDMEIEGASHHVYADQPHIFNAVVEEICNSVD
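Assay system: mouse ABHD4 enzyme, wild type / Also added: fluorescent activity-based probe FP-Rh / Doses: single nominal dose of 8.92 µM, 0.89% DMSO final / Timing: 45 min compound pre-incubation plus 60 min probe step, 25 °C / Signal: FP readout, ex 525 nm / em 598 nm / Control set: S159A mutant/DMSO as 100%, compound-well median as 0%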
HTRA1 inhibitor: HTRA1 serine protease inhibitors, primary screen, biochemical, fluorescence polarization, HTS; recombinant HTRA1, FP-rhodamine activity-based probe; Q92743; inhibition, % at 5.96 µM; actives 0.5% (n = 340,000); in the data active = inhibition above about 36%;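 note: 0% = enzyme with DMSO and 100% = wells lacking enzyme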
PG9 Ab binder: binders of HIV-1 gp120 antibody PG9, primary screen, biochemical, TR-FRET | HIV-1 gp120 / PG9 antibody interaction | actives 0.43% (n = 360,000) | AID 624416, 2012 | TR-FRET gp120-PG9 antibody binding | inhibition, % at 6.7 µM; in the data active = inhibition above about 8.5%
NPR1 activator: GC-A stimulated cGMP production enhancers – HEK293 GC-A cells, cGMP TR-FRET, EC30 ANP, primary screen | Atrial natriuretic peptide receptor 1 (Homo sapiens), P16066 | 0% at EC30 ANP, 100% saturating ANP | activation, % at 10 µM | actives 0.14% (n = 370,000) | AID 1671463, 2021; in the data active = activation above about 40%
Rev-erbA mod: modulators of Rev-erb alpha DNA binding, primary screen, biochemical, FITC-DNA, fluorescence polarization, uHTS; Rev-erbα–FITC-DNA binding, 90 min; Nuclear receptor subfamily 1 group D member 1 (Homo sapiens), P20393; activity, % at 10 µM; actives 0.79% (n = 370,000);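 active = activity above about 14%, limit read from the data; passing the limit was not always enough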;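 note: 0% = DMSO wells with 35 nM protein and 100% = DMSO wells with 750 nM protein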
Target sequence (P20393 whole entry, looked up): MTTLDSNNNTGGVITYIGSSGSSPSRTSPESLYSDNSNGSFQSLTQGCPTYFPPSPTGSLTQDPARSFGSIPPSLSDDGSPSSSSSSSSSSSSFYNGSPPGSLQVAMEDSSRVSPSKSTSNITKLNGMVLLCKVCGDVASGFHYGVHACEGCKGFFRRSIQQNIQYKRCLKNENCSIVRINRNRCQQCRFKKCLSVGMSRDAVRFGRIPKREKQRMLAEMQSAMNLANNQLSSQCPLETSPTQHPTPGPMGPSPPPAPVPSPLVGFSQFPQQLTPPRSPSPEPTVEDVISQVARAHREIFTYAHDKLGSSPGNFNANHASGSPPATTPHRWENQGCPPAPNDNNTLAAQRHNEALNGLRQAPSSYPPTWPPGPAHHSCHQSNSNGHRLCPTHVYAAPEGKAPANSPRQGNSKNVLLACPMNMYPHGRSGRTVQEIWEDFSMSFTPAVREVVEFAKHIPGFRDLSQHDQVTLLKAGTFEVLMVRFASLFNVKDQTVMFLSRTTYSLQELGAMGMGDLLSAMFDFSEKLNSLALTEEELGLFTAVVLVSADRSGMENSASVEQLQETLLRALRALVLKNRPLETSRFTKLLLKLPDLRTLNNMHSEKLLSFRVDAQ
* hit, by the source's call; · = not tested or not shown.

SMILES | ARFGAP1 inh | NPR2 activator | rCAG binder | SMARCA2 act | ASAP1 GAP inh | mABHD4 FP | HTRA1 inhibitor | PG9 Ab binder | NPR1 activator | Rev-erbA mod
Cc1ccc2nc(SCC(=O)NCc3ccco3)c(C#N)cc2c1 | -6 | 0 | 6 | 5 | -5 | 3 | -5 | 13* | -2 | -3
CC1CCCC(NC(=O)Cn2cc([N+](=O)[O-])ccc2=O)C1C (stereo unspecified) | -5 | -4 | 3 | 1 | -1 | 7 | 5 | 1.5 | 1 | 1
COc1cc(O)ccc1/C=N/NC(=O)c1ccc([N+](=O)[O-])cc1 | -2 | -1 | 1 | 2 | 16 | 4 | -4 | -3.3 | -6 | -1
c1ccc(NC2=Nc3ccccc3CC2)cc1 | 0 | 3 | 2 | 1 | 8 | 3 | 0 | 0.1 | 2 | 5
CC1(C(=O)NCc2cccs2)CCN1C(=O)Cc1cccc2ccccc12 (stereo unspecified) | 11 | -7 | -2 | -3 | -5 | 1 | · | -3.0 | 0 | -5
CC1CCCN(CCCN2C(=O)C3C(C(=O)Nc4ccc(Cl)cc4)C4C=CC3(O4)C2C(=O)NC2CCCCC2)C1 (stereo unspecified) | -5 | -6 | 5 | 1 | 1 | 0 | -2 | 1.1 | -2 | 2
CC12CCC(C(=O)NCc3ccccc3)(OC1=O)C2(C)C (stereo unspecified) | -1 | 1 | 0 | -2 | 3 | 2 | -1 | -0.5 | 4 | 2
COc1ccc(OCC(=O)N/N=C(\C)CC(=O)Nc2ccc(NC(C)=O)cc2)cc1 | 3 | 1 | -4 | 0 | -2 | -2 | -6 | 0.0 | 4 | -4
CCN(C(=O)CSc1nnc(C)n1Cc1ccccc1)C1CCS(=O)(=O)C1 (stereo unspecified) | -22 | 3 | -2 | 2 | -21 | -2 | 3 | -1.4 | -4 | -3
CCOc1ccc(-c2noc(CCC(=O)NC3CCCCC3)n2)cc1OC | -4 | 3 | -4 | -2 | -2 | 7 | -5 | -0.1 | -6 | -3
COC(=O)c1c(NC(=O)C2CC=CCC2C(=O)O)sc2c1CCCCC2 (stereo unspecified) | -2 | 1 | 33 | -1 | -3 | 1 | 1 | -0.3 | 1 | -2
CCCCCCC1CC(/C(C)=N\NC(N)=O)OC1=O (stereo unspecified) | 3 | 3 | -2 | -2 | -8 | 1 | 0 | 0.9 | 1 | 2
CC(=O)Nc1ccc(NC(=O)c2cc(-c3cc(C)c(C)cc3O)n[nH]2)cc1 | 7 | 9 | 11 | 1 | 5 | -1 | -2 | 0.5 | 2 | -7
COc1ccc2[nH]cc(CCNC(=O)COc3ccc4ccc(=O)oc4c3)c2c1 | 3 | 2 | -2 | 0 | 6 | 6 | -1 | -0.6 | -1 | 7
Clc1ccc(Cn2ncc3c(N4CCN(c5ccccc5)CC4)ncnc32)cc1 | 4 | 4 | 2 | 0 | 1 | -2 | · | -0.9 | 3 | 3
COc1cc(CNc2ncnc3c2ncn3[C@H]2CN(Cc3ccco3)C[C@@H](CO)O2)cc(OC)c1OC | 5 | -5 | 2 | -1 | 1 | -4 | · | 1.0 | 2 | -3
C[C@]12C(=O)N(c3cccc(Cl)c3)C(=O)N1[C@@H]1c3ccccc3OC[C@@H]1[C@H]2c1ccccc1 | -4 | -2 | 1 | -1 | -4 | -12 | -42 | 0.2 | -3 | -4
CC1=C(C(=O)N2CCOCC2)CC(CC(=O)NCCN2CCOCC2)C(=O)N1CCC1=CCCCC1 (stereo unspecified) | 3 | 3 | 3 | -3 | 2 | 4 | 3 | 0.3 | 0 | 5
CCCCOCCCNC(=O)C[C@@H]1C[C@@]2(C(=O)OC)CC(C)(C)CC=C2N(Cc2ccc3c(c2)OCO3)C1=O | 11 | 0 | 1 | 1 | 9 | 3 | · | -3.0 | -5 | 8
O=c1[nH]c(=O)c2nc(-c3ccc(Cl)cc3)cnc2[nH]1 | 12 | -7 | 6 | 1 | 4 | 0 | 0 | -0.8 | 2 | 0

Fetched one by one from the list above:
SMILES | ARFGAP1 inh | NPR2 activator | rCAG binder | SMARCA2 act | ASAP1 GAP inh | mABHD4 FP | HTRA1 inhibitor | PG9 Ab binder | NPR1 activator | Rev-erbA mod
c1ccc(NC2=Nc3ccccc3CC2)cc1 | 0 | 3 | 2 | 1 | 8 | 3 | 0 | 0.1 | 2 | 5
COc1cc(O)ccc1/C=N/NC(=O)c1ccc([N+](=O)[O-])cc1 | -2 | -1 | 1 | 2 | 16 | 4 | -4 | -3.3 | -6 | -1
CCOc1ccc(-c2noc(CCC(=O)NC3CCCCC3)n2)cc1OC | -4 | 3 | -4 | -2 | -2 | 7 | -5 | -0.1 | -6 | -3

(cont.)
SMILES | ARFGAP1 inh | NPR2 activator | rCAG binder | SMARCA2 act | ASAP1 GAP inh | mABHD4 FP | HTRA1 inhibitor | PG9 Ab binder | NPR1 activator | Rev-erbA mod
CCOC(=O)c1ccc(NC(=O)C2CC3CCC2C3)cc1 (stereo unspecified) | -5 | -1 | -7 | 7.9* | 0 | -7 | · | -0.6 | 2 | -4
CC1CCCCC1NC(=O)COC(=O)CCC(=O)c1cccs1 (stereo unspecified) | 7 | 0 | 1 | -3 | -2 | 4 | -2 | 0.3 | -3 | 10
COC(=O)c1cccc(NC(=O)CC2C(=O)NCCN2C(=O)c2ccc(F)cc2F)c1 (stereo unspecified) | 5 | 4 | -2 | -3 | -2 | 4 | 4 | -2.2 | -4 | -4
FC(F)(F)c1ccc(Oc2ccc3ccccc3c2Br)nc1 | -1 | 2 | -2 | 0 | -3 | 1 | -16 | 0.3 | -3 | 7
CC1CCCN(CC(=O)Nc2ccc(S(=O)(=O)N3CCCCC3)cc2)C1 (stereo unspecified) | 2 | -1 | -9 | -3 | -4 | 4 | -1 | 2.8 | 1 | 5
Cc1ccccc1OCC(=O)OCC(=O)Nc1ccc2c(c1)OCO2 | 7 | -5 | 1 | -2 | -12 | 1 | 4 | 1.9 | 1 | 4
CC(=O)N1N=C(c2ccc(Cl)cc2)OC1(C)C | -3 | 4 | 0 | -3 | -4 | -2 | 1 | -1.7 | -1 | -8
O=C(c1cccc(NC2=NC3CS(=O)(=O)CC3S2)c1)N1CCN(c2ccc(F)cc2)CC1 (stereo unspecified) | 1 | -6 | 5 | 8.2* | 5 | 0 | -1 | 0.3 | -2 | 5
Fc1ccc(OCc2nn3c(Cn4nnc5ccccc54)nnc3s2)cc1 | -11 | 2 | 4 | -2 | -15 | -2 | -6 | 2.8 | 4 | 3
CCN(CC)S(=O)(=O)c1cc(NC(=O)CN2CCN(c3ccccn3)CC2)ccc1C | -5 | 1 | -7 | -3 | 12 | 2 | 1 | 0.5 | 0 | 1
O=S(=O)(NC1CCSc2ccccc21)c1ccccc1 (stereo unspecified) | 9 | 4 | 0 | -1 | 10 | -6 | 6 | 0.6 | 2 | -6
COc1cccc(/C=N/NC(=O)CN(CCc2ccccc2)S(=O)(=O)c2ccc(NC(C)=O)cc2)c1 | 0 | 4 | 11 | -3 | 9 | -26 | -63 | -0.9 | -2 | 6
COc1ccc(CC(=O)NNC(=S)NC(=O)c2cccnc2)cc1 | 8 | -9 | 1 | -1 | -8 | 5 | 5 | -1.7 | 1 | -6
CCCCC1CCCOC(C(=O)NCCNCCO)(C(F)(F)F)C1 (stereo unspecified) | -2 | 0 | -1 | 1 | 1 | 0 | 0 | -2.6 | -1 | 0
CS(=O)(=O)N1CCC(C(=O)NCC2CCCO2)CC1 (stereo unspecified) | 1 | 3 | -2 | -2 | 15 | -2 | 6 | -0.3 | -1 | 4
CCCC1CCC2(CCCN2CCOC(=S)Nc2ccccc2Br)CC1 (stereo unspecified) | · | -2 | · | · | · | 0 | · | · | -4 | -3
Cc1ccc(-c2nc(C=Nc3cccc(C)c3)c(O)o2)cc1 | 3 | 0 | 1 | 0 | 3 | 4 | -1 | -0.8 | 2 | 9
CCOc1ccc(NC(=O)c2ccc(F)c(S(=O)(=O)N3CCCC3)c2)cc1 | 5 | 3 | 3 | -4 | 13 | -4 | -5 | -0.9 | 7 | 2
CC1(C)CC(=O)C2=C(C1)N(CCN1CCOCC1)C1=C(C(=O)CC(C)(C)C1)C2c1cccc(F)c1 | -6 | -14 | -4 | 0 | -13 | -1 | 5 | -1.2 | -12 | -1
CC(C)C(C(=O)NC1CCCC1)N1CCN(c2ncccc2C#N)CC1 (stereo unspecified) | 3 | 3 | -3 | -5 | 2 | 0 | · | 0.0 | 1 | 0
COc1cccc(-c2cc3nc(NCCCN(C)C)n(C)c(=O)c3s2)c1 | 5 | -6 | 14 | -1 | 0 | -8 | · | 2.5 | 1 | 1
COC(=O)c1sc(SC)c(-c2ccon2)c1C | 11 | 1 | -1 | 0 | 0 | -3 | -10 | 0.0 | -13 | 1
CCOC(=O)CNC(=O)CSc1nnc(-c2ccc(C(C)(C)C)cc2)n1-c1ccc(Cl)cc1 | · | -3 | 3 | 1 | · | -6 | · | · | -3 | 4
CCOC(=O)C1(CCOc2ccccc2)CCN(Cc2ccc(C(=O)OC)cc2)CC1 | -10 | 5 | -9 | -3 | 0 | 7 | -2 | -0.9 | 4 | 6
CCn1c(CNc2ccc(Cl)cc2)nnc1SCC(=O)OC1CCCCC1 | 0 | -14 | -8 | -4 | 8 | 8 | -15 | 2.9 | -16 | 0
Cc1nn(-c2ccccc2)c(Cl)c1C(=O)N(C)CC(=O)Nc1cccc(F)c1 | -8 | 3 | 0 | -4 | -3 | -4 | -4 | -0.3 | 2 | -5
O=C(Nc1ccc2c(c1)C(=O)OC2)Nc1cccc2ccccc12 | -3 | 6 | -1 | -2 | -3 | -6 | 7 | -1.4 | 3 | 4
COCCNC(=O)c1cn(CCOC)c(=O)c2c1c1ccccc1n2C | -1 | 5 | -2 | -3 | -5 | 0 | 7 | -0.3 | 4 | 5
COc1ccc(OC)c(S(=O)(=O)N2CCN(C)CC2)c1 | -1 | 4 | 2 | -2 | 12 | 5 | -3 | -3.3 | 2 | -2
O=C(OCC(=O)N1CCCCC1)c1cccc(NS(=O)(=O)c2ccccc2)c1 | -12 | -4 | -1 | 0 | 10 | -4 | 0 | -0.6 | 2 | 4
O=C(Nc1ccc(C(F)(F)F)cc1)C1=NN(C2CCS(=O)(=O)C2)C(=O)CC1 (stereo unspecified) | -4 | -1 | 1 | 0 | -3 | 3 | 6 | 0.0 | -1 | 0
Cc1nnc(SCCn2c(N3CCCCCC3)nc3c2c(=O)[nH]c(=O)n3C)s1 | 14 | -6 | -6 | -2 | 7 | 2 | 8 | -0.6 | 0 | 2

Bioassay records from PubChem BioAssay.
